Screens deposited in PubChem BioAssay by National Center for Advancing Translational Sciences (NCATS).
PI4K2A block: qHTS for small molecular inhibitors of PI4K2A; Phosphatidylinositol 4-kinase type 2-alpha (Homo sapiens), Q9BTU6; purified PI4K2A, ADP-Glo luminescence, 1 h; hits give low values; activity change, negative = inhibition, % at 76.9 µM; 420,000 tested, 0.13% active; AID 1346378, 2018; in the data active = activity change below about -50%; inconclusive = mostly about -30% to -49%;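 also: -100% = wells without enzyme as full effect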
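ADP-Glo luminescence measured ADP generated by PI4K2A enzyme (4 ug/mL before mixing) with 1.2 mM PI substrate (pre-mix) and 300 microM ATP (pre-mix). Tris pH7.5 buffer with MgCl2, Triton X-100; 1 h reaction at ambient temperature.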
HP1b chromo inh: HTS for Inhibitors of HP1-beta Chromodomain Interactions with Methylated Histone Tails; Chromobox protein homolog 1 (Homo sapiens), P83916; AlphaScreen HP1-beta / biotin-H3K9me3 peptide binding; Potency, µM (doses to about 114 µM), inactives show at the top dose activity change, negative = inhibition, usual class: inhibitors; 390,000 tested, 0.56% active; AID 540317, 2011; also: potency is read from the fitted curve at half-maximal effect; nearly all actives have a fitted effect of over 70% in size; inactives centre near 23
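AlphaScreen: HP1-beta (50 nM) preformed 30 min with biotin-H3(1-18)K9me3 peptide (50 nM) in PBS pH 7.4, 0.01% Tween-20. Compound added for 30 min at RT, then streptavidin donor/nickel chelate acceptor beads (10 ug/mL) for 30 min.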
POLH inh: qHTS for Inhibitors of Polymerase Eta; AID 588591, 2011; recombinant Pol eta, fluorescent DNA replication assay; 390,000 tested, 1.2% active; DNA polymerase eta (Homo sapiens), Q9Y253; Potency, µM (highest dose often 114 µM), without a hit: at the highest dose activity change, negative = inhibition, usual class: inhibitors; also: potency is read from the fitted curve at half-maximal effect; % is scaled to controls: 0 for no effect and ±100 for the full control effect
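Fluorescent replication assay: 50 nM final substrate added after a 15 min room-temperature compound preincubation with 10 nM enzyme. Signal taken at 0 min and again at 10 min.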
PGK inhibitor: qHTS Assay to Find Inhibitors of Phosphoglycerate Kinase | AID 602233, 2012 | Potency, µM (series often up to 57.5 µM), inactives show at the highest dose activity change, negative = inhibition, usual class: inhibitors | PGK/GAPDH coupled, Kinase-Glo luminescence, 60 min | Phosphoglycerate kinase, glycosomal (Trypanosoma brucei brucei), P07378 | 380,000 tested, 0.043% active; also: potency is read from the fitted curve at half-maximal effect; % is scaled to controls: 0 for no effect and ±100 for the full control effect; nearly all actives have a fitted effect of over 60% in size
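Recombinant glycosomal PGK reaction used 1,3-bisphosphoglycerate generated in-well by GAPDH (100nM final) in 100mM TEA pH 7.6, 5mM MgCl2, 0.01% Tween-20. After 60 minutes at room temperature, ATP was read by Kinase-Glo Plus luminescence end-point.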
G9a inh: qHTS Assay for Inhibitors of Histone Lysine Methyltransferase G9a; Histone-lysine N-methyltransferase EHMT2 (Homo sapiens), Q96KQ7; G9a H3K9 monomethylation, AlphaScreen, 2 h; Potency, µM (top dose mostly 102 µM), for inactives: top-dose activity, negative = inhibition, actives largely listed as inhibitors; 350,000 tested, 8.8% active; AID 504332, 2011; also: potency is read from the fitted curve at half-maximal effect; % is scaled to controls: 0 for no effect and ±100 for the full control effect; nearly all actives have a fitted effect of over 75% in size
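G9a (20 nM) preincubated 15 min RT with compounds, then 500 nM biotinylated H3K9 peptide and 20 uM SAM added; 2 h RT reaction. Monomethyl-H3K9 product detected by AlphaScreen with anti-H3K9me1 antibody, streptavidin donor and anti-rabbit IgG acceptor beads.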
Pin1 inhibitor: qHTS Assay to Find Inhibitors of Pin1 | Peptidyl-prolyl cis-trans isomerase NIMA-interacting 1 (Homo sapiens), Q13526 | Pin1 FP peptide displacement, HiFluor488, 10 min | AID 504891, 2011 | Potency, µM (top dose mostly 115 µM), for the others: at the highest dose activity, negative = inhibition, usual class: inhibitors | 390,000 tested, 0.009% active; active = well fitted inhibition curve with a large enough effect in the polarisation, with a control signal flat, not every such curve was filed as active; inconclusive = small, poorly fitted or top-dose-only effect, or effect the other way, or a change in a side signal; inactive = no such curve, though single readings can be large or run the other way; the % refers to the polarisation; also: potency is read from the fitted curve at half-maximal effect; % is scaled to controls: 0 for no effect and ±100 for the full control effect
GLS inh: qHTS for Inhibitors of Glutaminase (GLS) | Glutaminase kidney isoform, mitochondrial (Homo sapiens), O94925 | 410,000 tested, 0.21% active | Potency, µM (top dose mostly 45.5 µM), inactives show at the highest dose activity change, negative = inhibition, most hits filed as inhibitors | AID 624170, 2012 | GLS enzymatic activity, qHTS titration; also: potency is read from the fitted curve at half-maximal effect; % is scaled to controls: 0 for no effect and ±100 for the full control effect
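Two-point fluorescence kinetic (t0, 30 min RT) for hKGA; glutamate detected via glutamate oxidase–HRP–Amplex Red. Substrate: 1 mM L-glutamine solution; buffer 45 mM KH2PO4, pH 8.2.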
JMJD2A Tudor: qHTS Assay for Inhibitors of JMJD2A-Tudor Domain; Potency, µM (titrated, usually from 114 µM), without a hit: at the top dose activity change, negative = inhibition, hits mostly inhibitors; Lysine-specific demethylase 4A (Homo sapiens), O75164; AlphaScreen JMJD2A-Tudor / H3K4me3 peptide binding; AID 504339, 2011; 390,000 tested, 4.4% active; also: potency is read from the fitted curve at half-maximal effect; % is scaled to controls: 0 for no effect and ±100 for the full control effect; nearly all actives have a fitted effect of over 50% in size
Target sequence (O75164 whole entry, looked up, the tested form may be a part): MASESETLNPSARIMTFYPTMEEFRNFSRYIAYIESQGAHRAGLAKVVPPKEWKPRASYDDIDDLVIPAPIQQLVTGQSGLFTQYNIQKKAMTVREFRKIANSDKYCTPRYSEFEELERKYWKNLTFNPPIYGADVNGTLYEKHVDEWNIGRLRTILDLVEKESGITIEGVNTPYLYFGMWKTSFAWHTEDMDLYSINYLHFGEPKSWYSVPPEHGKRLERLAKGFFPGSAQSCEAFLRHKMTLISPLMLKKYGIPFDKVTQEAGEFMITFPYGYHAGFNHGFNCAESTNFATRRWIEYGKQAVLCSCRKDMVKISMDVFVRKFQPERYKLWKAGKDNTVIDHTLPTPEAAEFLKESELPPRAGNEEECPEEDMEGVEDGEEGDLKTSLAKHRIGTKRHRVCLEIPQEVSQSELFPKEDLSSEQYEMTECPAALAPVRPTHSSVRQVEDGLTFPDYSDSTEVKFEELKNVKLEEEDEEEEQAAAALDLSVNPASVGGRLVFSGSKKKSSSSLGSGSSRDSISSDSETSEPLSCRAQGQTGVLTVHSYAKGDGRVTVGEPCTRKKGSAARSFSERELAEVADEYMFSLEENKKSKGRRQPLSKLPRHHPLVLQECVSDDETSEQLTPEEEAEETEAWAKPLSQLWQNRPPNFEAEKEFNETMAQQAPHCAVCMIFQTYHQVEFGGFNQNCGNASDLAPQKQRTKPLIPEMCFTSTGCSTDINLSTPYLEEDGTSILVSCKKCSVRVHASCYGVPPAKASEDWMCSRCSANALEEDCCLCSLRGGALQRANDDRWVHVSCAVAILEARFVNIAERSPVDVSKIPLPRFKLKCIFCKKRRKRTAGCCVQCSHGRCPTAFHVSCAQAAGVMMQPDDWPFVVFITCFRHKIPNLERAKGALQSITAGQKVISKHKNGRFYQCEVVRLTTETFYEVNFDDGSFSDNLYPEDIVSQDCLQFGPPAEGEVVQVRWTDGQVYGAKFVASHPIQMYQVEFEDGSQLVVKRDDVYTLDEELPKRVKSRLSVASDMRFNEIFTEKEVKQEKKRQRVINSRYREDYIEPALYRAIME
BAZ2B inh: qHTS Assay for Inhibitors of BAZ2B | Bromodomain adjacent to zinc finger domain protein 2B (Homo sapiens), Q9UIF8 | AlphaScreen BAZ2B-H3K14Ac peptide displacement | Potency, µM (doses to about 114 µM), inactives show at the highest dose activity change, negative = inhibition, most hits filed as inhibitors | 360,000 tested, 4.4% active | AID 504333, 2011; also: potency is read from the fitted curve at half-maximal effect; % is scaled to controls: 0 for no effect and ±100 for the full control effect; nearly all actives have a fitted effect of over 60% in size
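AlphaScreen luminescence quantifies BAZ2B engagement of H3K14Ac peptide; the protein and biotinylated peptide are both at 50 nM final, buffer PBS pH 7.4 with 0.01% Tween-20, all steps at room temperature.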
Numbers without * were called inactive; i = inactive; ? = inconclusive; . = not tested or not shown; [ ] = dose if it differs, or a comment. Unless noted, calls follow the shape of the dose curve; as a rule, active = well fitted curve in the direction sought with a large enough effect; inconclusive = small, poorly fitted or top-dose-only effect, or another doubt; inactive = no such curve, though single readings can be large; an effect the other way counts as inactive or inconclusive. Not all compounds are listed (hit frequency here may not be typical).

PI4K2A block	HP1b chromo inh	POLH inh	PGK inhibitor	G9a inh	Pin1 inhibitor	GLS inh	JMJD2A Tudor	BAZ2B inh	Compound
-2	35%	10%	-9%	-41%[59 µM]	28%	1%	-22%	6%	COc1ccc2c(CC(=O)Nc3nnc(C4CC4)s3)coc2c1
-10	56%[activator]	11%	-1%	50µM*	11%	5%	-8%[57.1 µM]	0%	CCc1nnc(NC(=O)CSc2nnc(COc3ccccc3C)o2)s1
4	28%	-5%	i	17%[59 µM]	-1%	2%	0%	-8%	CCOc1ccc(S(=O)(=O)NCC(=O)NC2CCCCC2)cc1
1	29%	13%	i	-10%	0%	4%	-6%[57.1 µM]	?	COc1ccc(C)cc1NC(=S)N1CCN(c2ncccn2)CC1
-2	14%	-13%	-2%	-5%[59 µM]	-2%	0%	-16%	-4%	Cc1ccc(NC(=O)[C@H](Cc2ccccc2)N2Cc3ccccc3C2=O)cc1
-1	7%	2%	0%	-13%[59 µM]	1%	12%	-17%	-23%	COc1ccc(S(=O)(=O)N2CCC(c3nc4ccccc4s3)CC2)cc1OC
-1	33%	-15%	i	-8%[12.7 µM]	8%	7%	-21%	-10%	COc1ccc(S(=O)(=O)N2Cc3ccccc3CC2C(=O)Nc2ccc3c(c2)OCO3)cc1 (centres undefined)
0	29%	5%	6%	-4%	0%	8%	4%	-1%	CCSc1nnc([C@@H](NC(=O)OC(C)(C)C)C(C)C)o1
-4	42%[activator]	-21%	-1%	7%	-8%	3%	-13%	13%	O=C(Cc1cccc(F)c1)N1CCCC(CO)(Cc2ccc(F)cc2F)C1 (centres undefined)
-1	5%	-2%	-15%	?	0%	5%	-18%	-35%	S=C(Nc1ccccc1Cl)N(CCN1CCCCC1)Cc1ccco1
2	11%	14%	-8%	-44%[59 µM]	30%[activator]	-7%	?	-33%	COc1ccc(OC)c(CNC(=O)c2ccc3c(c2)c(C)c(C)n3Cc2ccc(Cl)cc2)c1
1	-21%	-16%	-6%	-34%	11%	15%	-35%	-5%	Cc1ccc(N2CCN(/N=C/c3cccs3)CC2)cc1
-5	15%[57 µM]	-14%	i	-23%[59 µM]	11%	2%	-25%	1%	O=S(=O)(Nc1ccc(-c2ccc(N3CCCC3)nn2)cc1)c1ccc(Br)cc1
-2	68%[activator]	-8%	-5%	.	-2%	0%	1%	8%	C=CCNC(=O)c1c(Cl)cnn1-c1ccc(C)cc1
7	?	-10%	1%	?	2%	2%	?	?	O=C(CSc1nc(-c2ccccc2)c(-c2ccccc2)o1)N1CCOCC1
1	37%[activator]	-25%	-9%	10%[12.7 µM]	2%	3%	0%	3%	CCSc1nc2ccccc2c(=O)n1CCc1ccc(OC)c(OC)c1
-2	-1%	-11%	-16%	20%[59 µM]	2%	8%	-14%	-31%	Nc1ccccc1OCCOCCOCCOc1ccccc1N
-3	0%	-17%	-13%	21%[59 µM]	1%	-10%	-25%[11.4 µM]	39%[activator][57.1 µM]	O=C(CCCC(=O)OCC(=O)c1cccs1)Nc1ccc(Oc2ccccc2)cc1
2	6%	-8%	-5%	22%[59 µM]	-8%	1%	-1%	-6%	CC(=O)Nc1cc(Cl)ccc1OS(=O)(=O)c1ccc(C)cc1
-1	85%[activator]	.	.	-19%[59 µM]	?	0%	-14%	13%	CC(C)(C)c1ccc(C(=O)Nc2cc(-c3nc4ccccc4o3)ccc2Cl)cc1
4	26%	-1%	i	-3%	-1%	25%	-17%	?	CCOC(=O)N1CCC(Nc2c(NCCCN(CC)CC)c(=O)c2=O)CC1
6	1%	-16%	-7%	-10%	-3%	-25%	?	-13%	O=C1NC2(CCCCCC2)C(=O)N1Cc1cccc([N+](=O)[O-])c1
4	14%	-14%	1%	-6%[59 µM]	3%	3%	-6%	8%	CCn1cc([N+](=O)[O-])c(C(=O)Nc2c(C)nn(Cc3cccc(F)c3)c2C)n1
5	-2%	-7%	-3%	45µM*	-5%	5%	-15%	?	Cc1c(/C=N/NC(=O)CNc2ccccc2)c2ccccn2c1C(=O)c1ccncc1
3	0%	-9%	i	-20%	-1%	0%	-18%	-21%	CC(Sc1nc(=O)cc(N)n1CCc1ccccc1)C(=O)NCc1ccccc1 (centres undefined)
6	14%	6%	0%	16%	6%	6%	-12%	-19%[57.1 µM]	CCOC(=O)c1nnn(-c2nonc2N)c1CS(=O)(=O)c1ccccc1
8	-4%	-9%	-7%	?	-4%	-2%	-2%	11%	COc1cccc2cc(C(=O)N3CCN(c4ncccn4)CC3)c(=O)oc12
-2	.	1%	0%	.	.	-2%	.	.	O=C(CCn1c(=S)[nH]c2cc3c(cc2c1=O)OCO3)NCCc1ccccc1Cl
1	36%	-10%	-11%	-28%[12.7 µM]	6%	0%	-6%	-6%	CCCCS(=O)(=O)NC1=NCN(CCO)CN1
-2	20%	1%	-7%	.	-8%	0%	-7%	-2%	O=C(Cc1ccc(Cl)cc1)N/N=C/c1ccccc1
1	13%	-14%	-8%	1%	-2%	0%	-16%	-9%	CCOc1ccc(S(=O)(=O)N2CCOCC2)cc1NC(=O)c1ccccc1F
-3	20%	0%	i	-38%	-2%	8%	-11%	-6%	N/C(=N\OC(=O)COc1ccc([N+](=O)[O-])cc1)c1ccncc1
-6	11%	-2%	-3%	-11%	-9%	4%	-9%	-3%	O=C(CCC1CCN(C(=O)c2cccc(Cl)c2F)CC1)Nc1ccccc1
-3	39%	-11%	-4%	15%	-1%	0%	-21%	0%	Cc1noc(C)c1S(=O)(=O)N(CC(=O)Nc1ccc2c(c1)OCCO2)c1ccc(C(C)C)cc1
-5	26%	-13%	-7%	-20%[59 µM]	1%	12%	?	5%	CC1CCN(S(=O)(=O)c2ccc(C(=O)Nc3sc4c(c3C(N)=O)CC(C)(C)NC4(C)C)cc2)CC1
-2	20%	-18%	-1%	.	-23%	12%	-33%	.	COc1ccc([C@@H]2CC=C(C(=O)O)[C@H](c3ccc(Br)cc3)N2S(=O)(=O)c2ccccc2C)cc1
21	27%	-11%	2%	-3%[59 µM]	0%	-1%	-4%	-3%	CCOC(=O)N1CCN(C(c2ccccc2)c2sc3nc(C)nn3c2O)CC1 (centres undefined)
7	19%	-18%	-1%	-19%[59 µM]	54%[activator]	-3%	?	-16%	COc1ccc(C(=O)NCc2ccc3c(c2)CCN3C(=O)c2ccc(Cl)cc2)c(OC)c1
5	21%	-21%	0%	-7%	-8%	11%	0%	3%	COCCNC(=O)CCCn1c(=O)c2cc(OC)c(OC)cc2n(CC(=O)NCCC2=CCCCC2)c1=O
2	31%	-7%	i	-26%[59 µM]	1%	-2%	-7%	-27%	COC(=O)c1ccccc1NC(=O)c1ccc(-c2nc(COc3ccccc3)c(C)o2)cc1
1	13%	-14%	.	?	-4%	29%	-25%	-38%	Cc1ccc(-c2nnc(NC3CCCCC3)c3ccccc23)cc1S(=O)(=O)N1CCN(C)CC1
1	48%[activator]	-5%	0%	.	-1%	-6%	-9%	-16%	CCc1ccc(CNC(=O)C2CCC(=O)N(CCc3ccc(Cl)cc3)C2)nc1 (centres undefined)
2	-10%	-6%	-3%	-22%	3%	0%	-11%	10%	CC(OC(=O)C12CC3CC(CC(O)(C3)C1)C2)C(N)=O (centres undefined)
0	28%	1%	5%	?	7%	3%	-8%	-1%	CC(C(=O)NCC1CCCO1)c1ccc([N+](=O)[O-])cc1 (centres undefined)
4	22%	-23%	7%	.	3%	15%	-8%	-1%	COC(=O)C1=C(Nc2ccccc2NC(=O)CCCC(=O)O)CSC1
-1	-22%	-14%	-4%	17%[59 µM]	-3%	6%	-18%	2%	COCCn1cnc2c1c(=O)n(Cc1c(F)cccc1Cl)c(=O)n2Cc1ccccc1
-2	60%[activator]	-15%	-2%	.	-5%	-6%	-15%	.	COc1ccc(-c2ccc3c(c2)C2CC3CCN2C(=O)C(C)(C)C)cc1 (centres undefined)
4	23%	-13%	-7%	11%	-3%	6%	3%	-5%	CCN(CC(=O)Nc1ccc2c(c1)OCCO2)Cc1cc(=O)n2ccsc2n1
-2	55%[activator]	0%	-1%	11%[0.501 µM]	?	-2%	50%[activator]	40%[activator]	c1ccc2c(c1)Oc1ccccc1S2
6	14%	-10%	i	?	2%	-12%	0%	-1%	O=C(CO/N=C/c1cccc([N+](=O)[O-])c1)NC1CCCCC1
0	28%	-17%	-10%	.	-2%	-3%	8%	-36%	CCNC(=O)CC1SC(=Nc2ccc(C)cc2)N(CC)C1=O (centres undefined)
